HCMV inh: blocks human cytomegalovirus replication. HFF cells, HCMV-luciferase reporter, 72 h; active compounds read low. activity change, negative = inhibition, % at 57.5 µM. 410,000 tested, 4.5% active. AID 1259415; in the data active means activity change below about -60%; inconclusive means no clear call, values can overlap the other calls; inactive means above about -39%
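Two compound doses tested in HFFs infected with HCMV-luciferase, MOI 1 PFU/cell, 72 h at 37C. Lysate luminescence read with OneGlo; data normalized against buffer-only and 10uM Salinomycin inhibitor controls.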
AmpC inh no detg: blocks E. coli AmpC beta-lactamase in detergent-free assay; P00811; AmpC nitrocefin hydrolysis, absorbance 480 nm, 0.0001% Triton; Potency, µM (doses to about 57.1 µM), for inactives: at the highest dose activity change, negative = inhibition, hits mostly inhibitors; 330,000 tested, 0.52% active;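 further: potency means the concentration at half of the fitted maximal effect; plate controls were no compound for no effect and no enzyme for full effect; nearly all actives have a fitted effect of over 20% in size; some results filed as inactive show a strong effect at the top dose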
Target sequence (P00811 whole entry, looked up): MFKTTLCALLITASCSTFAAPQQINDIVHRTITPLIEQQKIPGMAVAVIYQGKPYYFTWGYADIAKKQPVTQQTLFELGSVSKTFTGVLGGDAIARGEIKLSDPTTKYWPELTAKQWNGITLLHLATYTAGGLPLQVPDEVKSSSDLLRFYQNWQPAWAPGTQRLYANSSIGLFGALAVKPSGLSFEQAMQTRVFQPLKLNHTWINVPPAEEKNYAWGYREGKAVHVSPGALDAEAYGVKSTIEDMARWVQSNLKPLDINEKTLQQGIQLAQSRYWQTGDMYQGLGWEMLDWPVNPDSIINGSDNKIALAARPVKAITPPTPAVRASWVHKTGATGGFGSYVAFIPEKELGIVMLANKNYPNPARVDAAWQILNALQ
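20 mM phosphate pH 7.0 + 0.01% (detergent screen) or 0.0001% Triton X-100; 5.3 nM AmpC reagent; cpd preinc 15 min RT; nitrocefin (800 uM stock) to start; A480 q20 s × 4 min; Activity was normalised to no-enzyme and no-compound control wells.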
AmpC detergent: inhibitors of E. coli AmpC beta-lactamase with detergent; P00811; AmpC hydrolysis of nitrocefin, absorbance 480 nm, 0.01% Triton; 370,000 tested, 0.041% active; AID 485294; Potency, µM (highest dose often 114 µM), inactives show at the top dose activity change, negative = inhibition, usual class: inhibitors;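 further: potency means the concentration at half of the fitted maximal effect; 0% = no-compound wells and -100% = no-enzyme wells; nearly all actives have a fitted effect of over 25% in size; some results filed as inactive show a strong effect at the top dose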
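20 mM phosphate pH 7.0 + 0.01% (detergent screen) or 0.0001% Triton X-100; 5.3 nM AmpC reagent; cpd preinc 15 min RT; nitrocefin (800 uM stock) to start; A480 q20 s × 4 min; Activity was normalised to no-enzyme and no-compound control wells.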
Sm TGR inh: inhibitors of Schistosoma mansoni thioredoxin glutathione reductase; 360,000 tested, 3% active; Potency, µM (doses to about 114 µM), without a hit: at the top dose activity change, negative = inhibition, hits mostly inhibitors; Q962Y6; purified TGR, DTNB reduction, TNB absorbance 405 nm; further: potency means the concentration at half of the fitted maximal effect; nearly all actives have a fitted effect of over 60% in size
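TGR 20 nM + NADPH 100 uM (dispensed conc.), cpd preinc 15 min RT; start with NADPH (500 uM addition) then DTNB (15 mM addition). Kinetic TNB absorbance, 405 nm filter. Four-parameter Hill fit across titration.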
Giardia FBPA inh: blocks Giardia fructose-bisphosphate aldolase activity; AID 2451; 290,000 tested, 0.71% active; Potency, µM (titrated, usually from 59.6 µM), for the others: at the highest dose activity, negative = inhibition, hits mostly inhibitors; A8B2U2; purified Giardia FBPA; further: potency means the concentration at half of the fitted maximal effect; nearly all actives have a fitted effect of over 55% in size
Target sequence (A8B2U2 whole entry, looked up): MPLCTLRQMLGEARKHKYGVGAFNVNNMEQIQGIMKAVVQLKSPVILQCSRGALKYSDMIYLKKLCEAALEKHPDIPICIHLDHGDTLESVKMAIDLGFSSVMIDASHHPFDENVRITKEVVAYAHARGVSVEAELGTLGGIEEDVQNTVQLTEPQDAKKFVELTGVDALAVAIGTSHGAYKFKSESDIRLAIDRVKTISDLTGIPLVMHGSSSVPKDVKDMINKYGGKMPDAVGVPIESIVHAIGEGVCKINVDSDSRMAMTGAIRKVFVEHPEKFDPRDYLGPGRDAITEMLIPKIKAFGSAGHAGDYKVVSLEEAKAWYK
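Giardia FBPA (40 nM reagent) was preincubated 10 min at RT with compound (up to 57.5 uM final), then substrate plus GAPDH/TPI/NAD/arsenate coupling system with diaphorase/resazurin was added; resorufin fluorescence (525/598 nm) was read after 20 min.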
HCV inh: inhibitors of hepatitis C virus infection; 340,000 tested, 3.4% active; Huh7.5.1 HCVcc-Cre infection, luciferase reporter, 44 h; Potency, µM (titrated, usually from 41.8 µM), for the others: at the top dose activity change, negative = inhibition, usual class: inhibitors; further: potency means the concentration at half of the fitted maximal effect
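HCVcc-Cre virus at an moi near 0.5 was added right after compound to cells cultured 4 h from seeding (1,000 cells/well). Luciferase activity was determined 44 h later, 15 min after substrate addition at RT.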
An asterisk follows results filed as active; ? = inconclusive; nt = no result given; & = joins results of further samples; [ ] = dose if it differs, or a comment. Unless noted, the call rests on the fitted dose curve; in most records, active means well fitted curve in the direction sought with a large enough effect; inconclusive means small, poorly fitted or top-dose-only effect, or another doubt; inactive means no such curve, though single readings can be large; an effect the other way counts as inactive or inconclusive. Unless noted, on the % scale 0 is the no-effect control and ±100 the full control effect.

SMILES | HCMV inh | AmpC inh no detg | AmpC detergent | Sm TGR inh | Giardia FBPA inh | HCV inh
C=Cc1ccc(Cn2c(C)c(CNCc3ccccc3C)c(C(=O)O)c2C)cc1 | -9 | nt | -4% | -15% | nt | nt
CCOC(=O)[C@H]1[C@H]2COc3ccccc3[C@@H]2N2C(=O)c3c(C)cc(C)cc3NC(=O)[C@@]12C | -16 | -12% | -8% | -4% | nt | -9%
CCCCn1nnc(NC(=S)NC(=O)c2ccc(OCC)c([N+](=O)[O-])c2)n1 | ? | -16% | 7% | 40µM* | nt | -30%
c1ccc(-c2nnc3sc(-c4cc5ccccc5o4)nn23)cc1 | -19 | -11% | 2% | 1% | 3% | 18%
CCOc1ccc(CCNC(=O)c2cnc3c(-c4ccc(F)cc4)c(C)nn3c2C)cc1OCC | 16 | nt | 5% | 27% | nt | nt
NC(=O)COc1ncn(-c2ccccc2)n1 | 23 | -9% | 5% | -29% | 1% | 9%
Cc1ccc(C(=O)Nc2nccc(-c3cccs3)n2)cc1 | -6 | -14% | 1% | -25% | -11% | 1%
COCCN(CCOC)S(=O)(=O)c1ccc(C(=O)NC2CCN(Cc3ccccc3)CC2)cc1 | ? | -1% | ? | 0% | -12% | -29%
O=C(O)c1cc(N/N=C/c2cccs2)ccc1Cl | nt | -26% | -6% | 7% | -3% | nt
CCN(CC)S(=O)(=O)c1ccc2c(c1)c(=O)c(C(=O)NCc1cccs1)cn2C | -15 | 143%[activator] | ? | 0% | -7% | 3%
CCCCn1c(=O)nc2n(-c3ccccc3)c3ccccc3cc-2c1=O | 21 | -15% | ? | -9% | nt | -2%
COC(=O)C1=C(c2ccc3ccccc3c2)C[C@@H]2CC[C@H]1N2C(=O)N1CCCC1 | nt | 141%[activator] | -8% | -19% | nt | 10µM*
Cc1cc(SCC(=O)OCC(=O)N(CCC#N)c2ccccc2)nc2ccccc12 | ? | 48% | -3% | 4% | nt | 18%
COCCN(C(=O)c1csnn1)C(C(=O)NC1CCCCC1)c1ccc(C)cc1 (configuration not stated) | -23 | 2% | -14% | 13% | 2% | 1%
CC(Sc1nnc(-c2cccnc2)o1)C(=O)NC1CCCC1 (configuration not stated) | 47 | -12% | -15% | -5% | nt | 13%
CC(C)(C)NS(=O)(=O)c1ccc(CCC(=O)N2CCCCC2)cc1 | 12 | -1% | -7% | 6% | 0% | 3%
CCc1ccc(CN(C)C(=O)c2cc(=O)c3ccccc3o2)cc1 | -37 | 35% | -11% | -7% | -9% | -4%
COc1ccc(/C=C2/C(=O)N=C3SCCN32)cc1 | 76 | -25% | -5% | 5% | -12% | -10%
COc1cccc(-c2nc(-c3ccc(Br)o3)no2)c1 | 109&89 | -5% | -8%&0% | 3%&-11% | -4% | -4%
Cc1ccc2c(C)c(C(=O)NCC(C)(C)N3CCOCC3)oc2c1C | -12 | -14% | 4% | 78%[activator] | -2% | -3%
CCOc1ccc(NC(=O)c2ccccc2NC(=O)CN2CCCCCC2)cc1 | -22 | -30% | -16% | -11% | nt | -9%
Cc1cc(OCC(=O)Nc2nnc(C3CC3)s2)ccc1[N+](=O)[O-] | 0 | -16% | 2% | 9% | 2% | 10%
O=C(c1cc2sccc2n1Cc1ccc(F)cc1)N1CCN(c2nc3ccccc3s2)CC1 | ? | -18% | -4% | 1% | 1% | 3.2µM*
C=CCC[C@H](Cc1ccc(F)cc1)C(=O)OC[C@@H](NC(=O)[C@@H](CC=C)CC(=O)N[C@@H](CO)Cc1ccccc1)C(C)(C)C | 61 | 74%[activator] | nt | nt | nt | 22µM*
Nc1c(C(=O)NCc2ccccc2)c2nc3ccccc3nc2n1-c1ccc2c(c1)OCO2 | -77* | -16% | -1% | ? | -10% | -13%

(next part)
SMILES | HCMV inh | AmpC inh no detg | AmpC detergent | Sm TGR inh | Giardia FBPA inh | HCV inh
COc1ccc([N+](=O)[O-])cc1NS(=O)(=O)c1ccc(Cl)c(C(=O)Nc2sc3c(c2C#N)CCCCC3)c1 | 34 | 222%[activator] | -11% | nt | 6% | nt
COC(=O)CN1C(=S)N(C)C(=O)C1CC(=O)Nc1ccccc1 (configuration not stated) | -23 | -8% | -9% | 3% | 4% | 10%
COc1ccc(NC(=O)Nc2ccc3c(c2)C(=O)N([C@H](C)CO)C[C@H](C)[C@@H](CN(C)S(=O)(=O)c2cccs2)O3)cc1 | 9 | 90%[activator] | nt | nt | nt | -2%
O=C(CSc1nc2ccccc2nc1Cc1ccccc1)N1CCCc2ccccc21 | 12 | nt | 1% | 4% | nt | nt
CCOc1cc2[nH]c(=O)n(CCC(=O)N3CCN(c4ccccc4OC)CC3)c(=O)c2cc1OCC | 2 | 47% | 0% | 1% | 6% | 13%
O=[N+]([O-])c1ccc(-c2ccc(/C=N/Nc3nc(N4CCCC4)nc(N4CCCC4)n3)o2)cc1 | -34 | -33% | -2% | 0% | 4% | ?
N#Cc1ccsc1NC(=O)CN1CCN(S(=O)(=O)c2cc(Cl)ccc2Cl)CC1 | 19 | -17% | -12% | ? | -6% | 0%
O=C(COc1ccc(Cl)cc1Cl)N/N=C/c1cccnc1 | 21 | -7% | 0% | -1% | nt | 13%
CCCc1nc2c(c(=O)c3ccccc3n2C)c(=O)n1-c1ccc(F)cc1 | 10 | -19% | 4% | -9% | -3% | 8%
Cc1c(C(=O)Nc2nonc2-c2ccc(F)cc2)oc2ccc(F)cc12 | -24 | -37% | -7% | -3% | -13% | ?
N#C/C(=C\c1ccc([N+](=O)[O-])cc1)c1nc(C2CC2)cs1 | 75 | -17% | 2% | 4% | -2% | -25%
CC1(C)Cc2ccccc2C(=NCCCC(=O)O)N1 | -23 | -14% | 2% | -5% | 7% | 8%
CN(CC(=O)Nc1ccccc1Cl)C(=O)COC(=O)c1ccc(Cl)cc1[N+](=O)[O-] | -7 | 13% | -14% | -12% | nt | nt
Cc1ccc(-c2ccc(SCC(=O)Nc3nonc3C)nn2)cc1 | 45 | -32% | 0% | -1% | -10% | -2%
Cc1ccn2c(=O)nc(SCC(=O)NC3CCCCC3)nc2c1 | -39 | -8% | ? | -2% | nt | 14%
Cc1ccc2c(c1)NC(=O)CC(c1ccccc1)=N2 | ? | -8% | 4% | -3% | 3% | 3.2µM*
CCOc1ccc(C(=O)NCC(=O)NCC(c2ccco2)N2CCCCC2)cc1OCC (configuration not stated) | -17 | -8% | -5% | -5% | nt | -3%
CCN(CC)S(=O)(=O)c1ccc(N2CCCC2)c(NC(=O)c2nn(C)c(=O)c3ccccc23)c1 | -10 | 155%[activator] | -5% | -36% | nt | ?
CCCc1ccc(S(=O)(=O)N2CCC(c3nnnn3-c3ccc(OC)cc3)CC2)cc1 | 8 | nt | -3% | -1% | nt | nt
CCSc1nc(C(F)(F)F)cc(=O)n1-c1ccccc1 | 26 | -15% | ? | -4% | 2% | 5%
O=C(Oc1ccccc1Cl)c1cc(-c2ccc3c(c2)OCCO3)on1 | 62 | nt | -1% | -7% | nt | nt
COC(=O)CC(NC(=O)c1ccc(C)cc1)c1ccc2c(c1)OCO2 (configuration not stated) | 49 | -15% | 0% | 0% | 2% | 24%
O=C(NC1CCCCC1)c1ccc(CN2CCOCC2)cc1 | 8 | -12% | 0% | -2% | 7% | 11%
Cc1n[nH]c(C)c1S(=O)(=O)N1CCCC(C(=O)NC2CCCc3ccccc32)C1 (configuration not stated) | 30 | 23% | -16% | -15% | -4% | ?
CC(NC(=O)Cn1c(=O)[nH]c2ccsc2c1=O)C12CC3CC(CC(C3)C1)C2 (configuration not stated) | -9 | -35% | ? | -15% | 0% | 2%

Given with tabs: entries from further up.
molecule	HCMV inh	AmpC inh no detg	AmpC detergent	Sm TGR inh	Giardia FBPA inh	HCV inh
O=[N+]([O-])c1ccc(-c2ccc(/C=N/Nc3nc(N4CCCC4)nc(N4CCCC4)n3)o2)cc1	-34	-33%	-2%	0%	4%	?
N#Cc1ccsc1NC(=O)CN1CCN(S(=O)(=O)c2cc(Cl)ccc2Cl)CC1	19	-17%	-12%	?	-6%	0%
O=C(COc1ccc(Cl)cc1Cl)N/N=C/c1cccnc1	21	-7%	0%	-1%	nt	13%
CCCc1nc2c(c(=O)c3ccccc3n2C)c(=O)n1-c1ccc(F)cc1	10	-19%	4%	-9%	-3%	8%

Other entries.
SMILES | HCMV inh | AmpC inh no detg | AmpC detergent | Sm TGR inh | Giardia FBPA inh | HCV inh
Cc1cccc(NC(=O)NC2CCCCCCC2)c1 | 65 | -55% | 2% | 1% | nt | -8%
Cc1c(Nc2ccc3nonc3c2[N+](=O)[O-])c(=O)n(-c2ccccc2)n1C | -17 | -16% | -5% | 0% | 4% | 6%
CC(C)CCN(C(=O)C1CSC2(C)CCC(=O)N12)c1c(N)n(Cc2ccccc2)c(=O)[nH]c1=O (configuration not stated) | -2 | -18% | -11% | 0% | nt | 11%
O=C(C1CC1)N1CCc2cc(S(=O)(=O)NCC3COc4ccccc4O3)ccc21 (configuration not stated) | -22 | -43% | 0% | 1% | -1% | -7%
O=C(O)COc1ccccc1/C=N/NC(=O)CSc1nc2ccccc2n1Cc1ccccc1 | -30 | -10% | -1% | -4% | 2% | -14%
CCCN(CCC)c1nc2ccccc2nc1C(C#N)C(=O)OC(C)COC (configuration not stated) | -21 | 16% | 4% | 7% | 7% | -26%
Cc1c(NC(=O)c2ccccc2NC(=O)COc2ccccc2)cccc1C(=O)O | -23 | -49% | 1% | -12% | nt | 19%
Cc1ccc(-c2noc(CCC(=O)Nc3ccc(C)cn3)n2)cc1 | ? | 7% | 7% | -13% | -3% | -2%
CCN(C[C@H]1N[C@@](C)(C(=O)OC)[C@H]2C(=O)N(Cc3ccccc3)C(=O)[C@@H]12)C(=O)c1ccc(F)cc1 | -2 | 74%[activator] | nt | nt | nt | -15%[8.37 µM]
CCC(C)(C)n1nnnc1C(C(C)C)N1CCN(C(=O)c2ccco2)CC1 (configuration not stated) | -24 | 2% | 4% | -4% | nt | 15%
COc1ccc(-n2cc(-c3ccc(OC)c(OC)c3)[nH]c2=S)cc1 | -32 | -25% | 1% | -28% | -9% | ?
Cc1ccc(/C=C2\SC(=S)N(CCC(=O)NNS(=O)(=O)c3ccc(C)cc3)C2=O)cc1 | 101 | -8% | 1% | 4% | -2% | -27%
CCOc1ccc(NC(=O)COc2ccc(C(=O)NCc3cccnc3)cc2OC)cc1 | 4 | -4% | -11% | 3% | nt | ?
CC(=O)Oc1ccccc1/C=C/c1ccc2ccccc2[n+]1C | 44 | -1% | -5% | 0% | -10% | ?
COC(=O)c1ccccc1NC(=O)C1CCN(S(=O)(=O)c2cc(C)ccc2OC)CC1 | ? | 50% | -6% | -1% | -3% | -7%
CCCCNC(C(=O)Nc1ccc(Cl)c([N+](=O)[O-])c1)c1ccccc1 (configuration not stated) | 22 | -26% | ? | -3% | -14% | -13%
COc1cccc(CNC(=O)C2CCCN(S(C)(=O)=O)C2)c1 (configuration not stated) | 16 | -12% | -10% | -14% | 0% | 14%
CCc1ccc(C2C(C(=O)Nc3ccccc3)=C(C)Nc3nc(SCC(=O)c4ccc(C)cc4)nn32)cc1 (configuration not stated) | 3 | nt | 1% | 1% | nt | nt

Source: PubChem BioAssay (National Center for Advancing Translational Sciences (NCATS))
